Bioassay records deposited in PubChem BioAssay by several laboratories.
MEP2-GFP yeast = yeast TOR pathway MEP2-GFP modulation; S. cerevisiae MEP2-GFP strain, flow cytometry GFP, 3 h; 100% = DMSO control level; GFP response vs DMSO, % at 10 µM; 330,000 compounds, 0.51% hits; AID 2016;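 active means GFP response versus DMSO above a set limit, roughly screen mean plus 3 SD, cut at about 180% in these data; inconclusive means fewer than 70 cells counted for a yeast strain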;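 further: median GFP fluorescence of the barcode-gated MEP2-GFP cells per well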
LAP4-GFP MLPCN = alters LAP4-GFP fluorescence in TOR pathway yeast screen; S. cerevisiae LAP4-GFP multiplex, flow cytometry GFP, 3 h; median GFP as percent of DMSO wells; GFP response vs DMSO, % at 10 µM; 320,000 compounds, 0.34% hits;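 active means GFP response vs DMSO above a set limit, about the screen mean plus 3 SD, cut at about 150% in these data; inconclusive means under 70 cell events counted for the yeast strain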
RPL19A-GFP yeast = yeast TOR pathway RPL19A-GFP modulation; S. cerevisiae RPL19A-GFP strain, flow cytometry, 3 h; active compounds read low; percent response vs DMSO, % at 10 µM; 330,000 compounds, 0.3% hits;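 active means percent response vs DMSO below 50%; inconclusive means fewer than 70 events counted for the yeast strain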;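 further: median channel GFP fluorescence of the barcoded RPL19A-GFP strain; ratio of sample median GFP to plate DMSO average so 100% = DMSO; lower means less RPL19A-GFP as with rapamycin TOR inhibition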
AHR activator = human AHR activation; AID 2796; 320,000 compounds, 2.5% hits; AHR-responsive luciferase reporter cells, luminescence; activation, % at 5 µM; in the data active means activation above about 47%;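 further: 0% = vehicle wells and 100% = reference agonist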
CR mimetic SO = yeast age-related superoxide inhibition as caloric restriction mimetic; AID 2690; 330,000 compounds, 0.18% hits; S. cerevisiae aged cells, superoxide DHE fluorescence; active compounds read low; superoxide response (% of plate mean), % at 10 µM;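 active means superoxide response under a set limit, about three screen SD below normal, cut at about 65% in these data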;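 further: yeast aged for seven days with compound at 30 °C before DHE staining; 100% = average MFI of all compound-treated wells on the plate with controls excluded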
procasp7 counter = counter-screen for procaspase-3 activators: activators of human procaspase-7; activation, % at 8.5 µM; P55210; 330,000 compounds, 0.093% hits; recombinant procaspase-7, Ac-DEVD-pNA absorbance 405 nm; D23A/D198A/D206A triple mutant, cannot self-cleave; scale: DMSO 0, 5 µM enzyme 100;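 active means percent activation above the screen-wide mean plus 3 SD, cut at about 25% in these data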
Target sequence (P55210 whole entry D23A/D198A/D206A): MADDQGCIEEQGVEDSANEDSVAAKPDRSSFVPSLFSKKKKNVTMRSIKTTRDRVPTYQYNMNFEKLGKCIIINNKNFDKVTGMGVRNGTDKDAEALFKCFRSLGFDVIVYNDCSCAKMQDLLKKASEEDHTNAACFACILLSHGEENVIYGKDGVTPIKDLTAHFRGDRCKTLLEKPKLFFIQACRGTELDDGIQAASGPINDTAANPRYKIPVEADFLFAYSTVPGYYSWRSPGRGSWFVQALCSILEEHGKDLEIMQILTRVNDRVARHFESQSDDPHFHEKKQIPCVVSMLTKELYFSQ
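buffer or medium = Zinc-free HEPES/NaCl buffer, pH 7.4 | material = Procaspase-7 triple mutant (PC-7 D3A) | input = 2 µM procaspase-7 mutant as dispensed | signal = Epi-absorbance of released pNA at 405 nm, two timepoints | timing = 1 h preincubation, 2 h reaction | replicates = singlicate compound testing | evaluation = % activation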
JMJD2C inh = human JMJD2C demethylase inhibition. Q9H3R0. GST-JMJD2C(1-420) H3K9me3 demethylation, DELFIA europium. inhibition, % at 2.35 µM. 330,000 compounds, 0.069% hits;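 active means more than half of a compound's replicate wells show inhibition beyond 50%, single wells judged on their own value; inconclusive means some, but no more than half, of replicates pass 50% inhibition; inactive means no replicate passes 50% inhibition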;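 further: signal counts dimethyl H3K9 product captured on neutravidin plate; 0% = median of DMSO wells and 100% = 0.3 times that DMSO median; strong numbers were not always called active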
Target sequence (Q9H3R0 1-420 limits assumed): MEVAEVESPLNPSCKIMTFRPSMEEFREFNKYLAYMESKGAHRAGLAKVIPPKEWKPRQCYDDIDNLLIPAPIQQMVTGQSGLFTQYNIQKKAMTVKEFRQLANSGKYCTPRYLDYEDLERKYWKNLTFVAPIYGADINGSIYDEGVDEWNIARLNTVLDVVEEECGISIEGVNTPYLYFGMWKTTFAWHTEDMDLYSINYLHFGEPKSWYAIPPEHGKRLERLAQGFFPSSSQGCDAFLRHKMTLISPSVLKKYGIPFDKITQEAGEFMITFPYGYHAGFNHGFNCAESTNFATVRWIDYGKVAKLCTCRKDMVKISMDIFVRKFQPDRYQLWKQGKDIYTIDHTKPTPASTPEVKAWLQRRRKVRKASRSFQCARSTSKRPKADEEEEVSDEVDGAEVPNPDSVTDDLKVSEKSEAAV
procasp3 activ = activates human procaspase-3. recombinant procaspase-3 D3A, Ac-DEVD-pNA absorbance 405 nm. activation, % at 8.5 µM. 330,000 compounds, 0.11% hits. AID 463141;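 active means activation above the mean of all tested compounds plus 3 SD, cut at about 21% in these data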;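 further: 0% = DMSO alone and 100% = DMSO wells spiked with extra 5 µM PC-3 D3A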
Target sequence (P42574 whole entry D9A/D28A/D175A): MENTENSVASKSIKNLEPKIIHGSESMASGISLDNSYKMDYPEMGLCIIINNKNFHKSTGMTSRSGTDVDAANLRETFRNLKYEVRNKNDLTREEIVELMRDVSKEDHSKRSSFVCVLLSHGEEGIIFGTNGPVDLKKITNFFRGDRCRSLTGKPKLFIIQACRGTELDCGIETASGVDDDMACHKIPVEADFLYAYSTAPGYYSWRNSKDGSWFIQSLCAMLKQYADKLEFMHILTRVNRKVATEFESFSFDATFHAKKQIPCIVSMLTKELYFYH
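Assay system – Procaspase-3 D3A mutant · Benchmarks – DMSO low control, extra-enzyme high control · Technique – 405 nm absorbance of p-nitroaniline, reads at 0 and 120 min · Doses – 8.5 µM nominal · Measure – % activation between DMSO and enzyme-spiked controls · Also added – Ac-DEVD-pNA chromogenic peptide substrate · Schedule – 1 h compound preincubation, 2 h substrate hydrolysis at 25 °C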
* hit, by the source's call; ? = inconclusive; / = no result given.

Under each structure – MEP2-GFP yeast	LAP4-GFP MLPCN	RPL19A-GFP yeast	AHR activator	CR mimetic SO	procasp7 counter	JMJD2C inh	procasp3 activ
- CC(=O)C1=C(C)NC(SCC(=O)c2ccc(F)cc2)=C(C#N)C1CC(C)C (stereo not given)
  100.8	93.3	101.5	26.6	99.7	-45.6	-16.6	-34.0
- O=C(CN1CCCN(Cc2ccc(F)cc2)S1(=O)=O)NC1CCCC1
  104.0	102.2	97.9	-0.3	111.0	0.6	-5.1	2.9
- COc1cccc(C(=O)Nc2ccccc2C(=O)NC2CC2)c1
  100.6	98.8	107.6	23.1	102.1	8.1	-2.8	-2.0
- Cc1ccc(C(=O)NC2CCC(C)CC2)s1 (stereo not given)
  96.1	106.0	93.3	2.1	100.4	3.5	-11.4	6.7
- S=c1[nH]nc(Cn2nnc3ccccc32)n1-c1ccc(Cl)cc1
  107.0	86.7	97.7	3.1	93.4	-20.1	8.2	-3.7
- O=C(O)c1ccccc1NS(=O)(=O)c1cccc2cccnc12
  96.3	101.7	102.4	-3.4	115.1	8.4	7.2	5.0
- CC1(OC(=O)c2cccs2)C(=O)C=C2C=C(C3CC3)OC=C2C1=O (stereo not given)
  98.0	95.7	101.4	3.7	102.6	1.3	-0.3	-1.1
- COCCNC(=O)CSc1ccccc1C(=O)NCC1CCCCC1
  90.4	103.6	93.3	0.9	100.2	10.6	-7.3	0.3
- O=C1c2ccccc2C(=O)N1CCOc1ccccc1
  93.4	98.0	95.2	96.5*	118.6	2.7	-4.8	-4.2
- Cn1c(C(=O)NCCCN2CCCC2=O)cc2c(=O)n(C)c3ccccc3c21
  110.8	104.7	102.6	16.9	99.1	7.5	5.0	4.3
- COc1ccccc1C(=O)Nc1ccc2nc(SCC(=O)N(C)C)sc2c1
  100.8	96.3	97.9	-2.9	93.2	-2.3	6.8	-2.4
- CN1CCN(c2ccccc2NC(=O)c2ccc(Br)o2)CC1
  96.2	94.6	97.7	18.7	110.2	1.2	-6.3	-9.4
- CCOc1c(Br)cc(CNc2ncn[nH]2)cc1OC
  109.6	107.4	102.8	21.4	104.9	1.9	4.6	8.7
- Cc1cnc([N+](=O)[O-])n1CCOC(=O)c1cccc(F)c1
  102.7	99.9	100.2	3.2	102.3	1.0	-1.0	-5.2
- Cc1nn(-c2ccccc2)c(C)c1CN
  128.1	121.9	94.9	-0.1	103.3	10.3	-6.9	10.1
- Cc1ccc2c(c1)c1c(n2CC(O)Cn2nc(C)c(Br)c2C)C(=O)CCC1 (stereo not given)
  101.5	97.5	94.8	2.4	96.7	3.9	-34.4	-3.2
- Fc1ccc(NC2=NCCCCC2)cc1
  94.8	112.7	101.4	2.7	96.3	8.3	-17.5	6.4
- Nc1ncc(-c2ccccc2)c(-c2ccc(OCc3ccccc3)cc2O)n1
  100.0	101.0	98.0	3.1	116.4	-2.0	7.1	12.4
- Cc1cc(NC(=O)c2cc(C)on2)no1
  104.3	97.4	100.1	-0.9	90.3	-9.1	4.2	4.5
- CC(=O)c1ccc(-c2nnc(CCC(=O)N3CCCC(C(=O)CC(C)C)C3)o2)s1 (stereo not given)
  100.4	93.7	103.3	11.1	86.1	-6.1	-6.8	5.5
- O=C(CCc1nc(-c2ccccc2F)no1)NCCN1CCOCC1
  96.2	89.9	102.1	-1.3	84.3	-3.9	1.1	0.8
- COC(=O)CSc1nnc(CNC(=O)c2ccccc2OC)n1-c1ccc(OC)cc1
  106.4	103.8	100.0	0.3	85.0	6.5	/	7.0
- CCN1CCN(c2ccc(S(=O)(=O)N3CCCCC3)cc2NC(=O)COc2ccccc2)CC1
  101.3	104.3	96.2	0.4	97.5	0.9	-7.8	15.2
- O=C(NCC1CCN(c2ccc(S(=O)(=O)N3CCOCC3)cc2)CC1)c1cccc(Cl)c1
  94.8	95.4	93.5	2.4	108.1	-7.4	8.3	2.4
- C/C(=C\C(=O)c1ccc(Br)cc1)NNC(=O)c1ccc(O)cc1
  97.2	102.3	99.4	6.9	105.2	5.6	9.2	3.4
- COc1cccc(-c2cc(C(=O)NCCCn3ccnc3)c3ccccc3n2)c1
  104.6	86.0	101.0	44.2	108.4	-3.6	2.9	1.9
- CSCC[C@@H](C(=O)Nc1ccc2c(c1)OCCO2)N1Cc2ccccc2C1=O
  90.5	91.6	103.4	0.8	100.3	-1.5	-11.1	4.5
- O=C(Nc1nnc(C2CC2)o1)c1ccc(S(=O)(=O)N2CCCc3ccccc32)cc1
  97.1	99.3	102.3	1.9	102.6	-1.9	-2.0	14.6
- Oc1ccc(Cl)cc1CNc1nccs1
  106.2	87.8	104.1	3.1	105.4	8.6	-3.4	-3.4
- Cc1ccc(C)c(Cn2nnc(C(=O)Nc3ccc4c(c3)OCCO4)c2N)c1
  96.9	107.2	100.0	-8.4	93.0	6.8	-0.3	1.1

The listing continues:
Under each structure – MEP2-GFP yeast	LAP4-GFP MLPCN	RPL19A-GFP yeast	AHR activator	CR mimetic SO	procasp7 counter	JMJD2C inh	procasp3 activ
- Cc1ccc(NCc2nnc(SCC(=O)N3CCCc4ccccc43)o2)c(C)c1
  104.1	104.7	103.7	9.1	120.4	9.6	0.1	4.3
- CCn1c(SCC(=O)NCC2CCCO2)nc2ccccc21 (stereo not given)
  102.2	101.8	102.4	7.0	78.9	-7.7	9.8	-9.2
- C=C[C@@H]1c2cc(C)ccc2N(S(=O)(=O)c2ccc(C)cc2)[C@H](c2ccccc2C(F)(F)F)C1(C#N)C#N
  81.3	88.2	94.3	-1.1	92.2	1.5	16.0	3.8
- Cc1ccc(N2CC(C(=O)Nc3nnc(SCC(N)=O)s3)CC2=O)cc1C (stereo not given)
  90.8	99.8	92.3	-0.7	105.8	2.8	-5.9	2.5
- COc1cccc(-c2nnc(SCC(N)=O)n2-c2ccc(Cl)cc2)c1
  106.6	105.3	103.5	0.3	115.2	-14.6	-2.5	-10.3
- CC(=O)c1ccc(N2CCN(C(=O)c3ccc4nc[nH]c4c3)CC2)cc1
  107.7	86.7	97.6	1.6	111.7	-6.0	-4.3	-3.9
- COc1ccc(/C=C(/NC(=O)c2ccc(OC)c(OC)c2)C(=O)NCCCn2ccnc2)cc1
  99.1	100.3	107.5	0.1	94.4	-5.3	5.0	7.3
- Cc1nn(-c2ccccc2)c(C)c1-c1cc(C(=O)N/N=C/c2ccc(O)cc2)[nH]n1
  100.0	102.1	103.1	8.3	82.5	-0.5	2.0	0.9
- COc1ccc(-c2cn(-c3ccc(C)cc3C)c(=S)[nH]2)cc1OC
  107.3	101.8	103.7	8.4	103.0	-20.6	8.4	2.1
- Cc1cccc2nc(CSc3nc4ccc([N+](=O)[O-])cc4[nH]3)cn12
  104.7	96.2	102.5	21.0	113.7	3.9	2.2	6.4
- COc1ccccc1/C=C/C=N/NC(=O)CN1CCN(S(=O)(=O)c2ccc(C)cc2)CC1
  102.0	88.8	101.9	8.4	111.4	6.4	-3.6	1.7
- O=C(NC(c1ccc(Cl)cc1)c1cc(Cl)c2cccnc2c1O)c1cccnc1 (stereo not given)
  105.7	96.1	105.2	0.4	122.4	5.6	0.5	-1.2
- COc1ccc(C(=O)N/C(=C\c2ccco2)C(=O)NCCCn2ccnc2)cc1
  98.8	105.3	106.3	3.5	97.6	-7.3	-10.5	-1.9
- O=C(NCCCN1CCOCC1)c1ccc(N2CCCC2)c([N+](=O)[O-])c1
  99.9	104.0	98.4	0.7	94.3	5.3	-0.2	-6.0
- CCOc1ccc2[nH]c(=O)c(C(c3nnnn3Cc3ccco3)N3CCC(C)CC3)cc2c1 (stereo not given)
  110.9	105.0	100.2	11.2	101.3	4.7	-13.8	-2.7
- CCn1nc(NS(=O)(=O)c2ccc(NC(C)=O)cc2)c2cc3ccc(C)cc3nc21
  101.5	84.9	99.1	8.4	95.4	-25.9	6.9	-5.6
- CCOc1c2ccc(C(=O)NCc3ccccc3OC)cc2nn1CC
  96.1	120.8	107.1	8.3	104.5	0.2	-3.4	6.6
- CCCCOC(=O)c1ccc(NC(=O)C(=O)NCCN(CC)CC)cc1
  95.8	107.2	99.8	0.3	101.6	-2.1	0.3	8.1
- Nc1nnc(SCC(=O)N2CCCCC2)s1
  96.6	84.0	94.3	0.1	/	10.3	8.6	0.0
- COc1cccc(CC(=O)Nc2ccc(-c3csc(C)n3)cc2)c1
  92.5	105.8	92.7	-5.0	104.0	6.3	11.1	-2.9
- Cc1ccc(C)c(NC(=O)NNC(=O)c2ccc3ccccc3c2O)c1
  104.4	111.8	106.9	1.0	97.1	-1.8	4.6	4.3
- CN1CCC23c4ccccc4NC1C21CCN(C)C3Nc2ccccc21
  101.9	101.1	97.9	-0.5	88.0	-0.9	-3.2	1.3
- Cc1ccc(NC(=S)NC2CCN(Cc3ccccc3)CC2)cc1C
  91.4	89.8	93.6	-0.3	105.4	6.9	-5.8	-1.4
- COC(=O)c1c(NC(=O)C(=O)NCCCN2CCOCC2)sc2c1CC(C)(C)OC2
  84.4	80.1	88.4	1.0	80.9	2.5	-13.1	6.2
- O=C1N/C(=N/N=C/c2ccc(F)cc2)SC1c1ccccc1 (stereo not given)
  93.2	114.1	97.8	3.3	86.5	9.2	-9.7	5.8
- COC(=O)[C@H](CCSC)NC(=O)[C@@H](Cc1cnc[nH]1)NC(=O)OCc1ccccc1
  103.5	98.4	101.1	-0.4	99.2	6.5	-20.3	7.8
- N/C(=N\NC(=O)c1ccccc1)c1cc2ccccc2oc1=O
  99.1	96.8	99.2	7.1	102.0	4.7	0.3	4.8
- CCC(C)(C)n1nnnc1C(c1ccncc1)N1CCC(C)CC1 (stereo not given)
  103.5	88.2	73.7	-2.3	103.6	-8.1	-2.7	-0.2
- O=c1c2ccc(Cl)cc2nc(-c2cccc(C(F)(F)F)c2)n1O
  100.4	139.9	97.1	22.1	64.8*	11.7	0.2	1.4
- CCc1ccc(C2C(C#N)=C(N)Oc3n[nH]c(CC(=O)OC)c32)cc1 (stereo not given)
  103.3	99.1	96.0	-1.1	98.2	8.3	-5.7	-6.8

Carrying on.
Under each structure – MEP2-GFP yeast	LAP4-GFP MLPCN	RPL19A-GFP yeast	AHR activator	CR mimetic SO	procasp7 counter	JMJD2C inh	procasp3 activ
- O=C(CCNS(=O)(=O)c1ccccc1C(F)(F)F)NCCCc1ccccc1
  97.7	98.7	96.2	-0.9	109.9	10.9	/	2.1
- COC(=O)c1sc(NC(=O)CSc2nnnn2C)nc1C
  96.9	89.6	97.4	8.4	89.4	-2.3	0.2	-2.6
- N#Cc1ccc(CSc2nnc(Nc3ccccc3)s2)cc1
  93.2	101.0	96.9	-4.8	121.5	-1.8	9.3	-2.2
- O=C(CSCCO)Nc1nccs1
  ?	?	?	2.1	114.7	2.5	12.0	-0.9
- CCn1nc(C(=O)NC2=NCCS2)c2ccccc2c1=O
  97.5	109.5	95.1	41.1	103.3	0.6	13.7	12.4
- COC(=O)[C@H](C)NC(=O)NCc1ccccc1
  101.6	110.7	97.4	-2.1	101.8	3.7	-0.9	3.1
